Yfh1-depleted yeast: mitochondrial function rescue without frataxin homolog – Friedreich's ataxia, plus single-dose screen, dose response (AID 1465) | S. cerevisiae Yfh1-off respiration, WST-1 reduction, 72 h; higher fold induction means a stronger effect | fold induction at 50 µM; hits with a dose series show EC50 in µM | 0.074% of 220,000 active;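 active = fold induction of absorbance versus untreated yeast above a set limit, then at least 30% activation at any dose in follow-up; inconclusive = repeats straddling the limit, or above it without dose testing; inactive = fold induction below the set limit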;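 also: activators that raise dye reduction in frataxin-depleted yeast; strong numbers were not always called active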
human PMI inhibitors: MPI inhibition at elevated mannose 6-phosphate – biochemical, fluorescence intensity, high mannose 6-phosphate, primary screen (AID 1220) | inhibition, % at 20 µM; hits with a dose series show IC50 in µM | 0.66% of 190,000 active | recombinant PMI enzyme, coupled fluorescence intensity; higher % means a stronger effect; in the data active = inhibition above about 50%
XIAP displacement: XIAP antagonists, biochemical, IAP family, fluorescence polarization (AID 1018); XIAP BIR domain, fluorescence polarization peptide displacement; higher % means a stronger effect; displacement, % at 20 µM, or IC50 in µM where a hit was titrated; 0.007% of 200,000 active; in the data active = displacement above about 50%; also: a part of the inactive calls stands beside numbers as strong as those of hits
M1AAP inhibition: P. falciparum M1AAP inhibitors, biochemical, fluorogenic H-Leu-NHMec substrate, 1536-well (AID 1445); recombinant M1AAP, H-Leu-NHMec fluorogenic kinetic assay; higher % means a stronger effect; 0.42% of 220,000 active; inhibition, % at 30 µM, or IC50 in µM where a hit was titrated;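 active = primary inhibition above the hit cutoff, then over 50% inhibition at one or more dose response concentrations, cut at about 23% in these data, passing the limit was not always enough; inconclusive = conflicting primary data, or primary hits not chosen for dose response; inactive = low primary inhibition, or under 50% at every dose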;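 also: plate controls were DMSO full reaction for no effect and no enzyme background for full effect; strong numbers were not always called active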
Siah-1 displacement: Siah-1 peptide-binding antagonists, primary screen, biochemical, fluorescence polarization, rhodamine-plectin, uHTS (AID 1817). one-dose displacement, % at 20 µM; IC50 in µM for titrated hits. 0.02% of 290,000 active. Siah-1 / rhodamine-plectin peptide fluorescence polarization; higher % means a stronger effect;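 active = displacement of at least 50% at 20 µM, with a fluorescence ratio check between 0.3 and a set limit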;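 also: plate controls were Siah plus tracer with DMSO for no effect and tracer alone without Siah for full effect; strong numbers were not always called active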
CSM14.1 death rescue: rescue of cells from ER stress-induced death, primary screen, 384-well, CSM14.1, thapsigargin, ATP luminescence (AID 1222); CSM14.1 thapsigargin-induced death rescue, ATP luminescence; higher % means a stronger effect; one-dose cellular ATP content (survival), % at 20 µM; EC50 in µM for titrated hits; 190,000 tested, under 10 active;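 active = EC50 below 50 µM in the dose-response confirmation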;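 also: death triggered by thapsigargin at about 15 µM added after 2 h compound pretreatment; cell ATP read after overnight thapsigargin exposure of roughly 18 to 22 hours; normalized against plate controls of thapsigargin alone and 5% DMSO vehicle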
West Nile virus CPE: West Nile virus antiviral activity, cell-based, CPE readout (AID 1621); West Nile virus-infected cells, CPE inhibition; higher % means a stronger effect; CPE inhibition, % at 10 µM, or IC50 in µM where a hit was titrated; 0.02% of 290,000 active; in the data active = a potency from the dose series; inconclusive = CPE inhibition mostly from about 3.7% at the one dose, without a potency; inactive = the rest, 99 in 100 with CPE inhibition below about 2.2%; also: strong numbers were not always called active
P. falciparum M17LAP: P. falciparum M17LAP inhibitors, primary screen, biochemical, fluorogenic H-Leu-NHMec substrate, 1536-well (AID 1619) | recombinant M17LAP, H-Leu-NHMec fluorogenic kinetic assay; higher % means a stronger effect | one-dose inhibition, % at 30 µM; IC50 in µM for titrated hits | 0.38% of 220,000 active;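 active = compound inhibiting the enzyme by more than half at any dose during confirmatory dose-response retesting; inconclusive = strong single-dose inhibitors picked by rank but not retested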;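 also: plate controls were full reaction with DMSO carrier for no effect and no enzyme background for full effect; strong numbers were not always called active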
Salmonella PhoP GFP: PhoP-dependent GFP reporter repression – Salmonella Typhimurium, primary screen (AID 1863). S. Typhimurium PhoP-regulated promoter GFP reporter, 4 h; higher % means a stronger effect. one-dose inhibition, % at 50 µM; IC50 in µM for titrated hits. 0.16% of 300,000 active;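 active = inhibition over 29.93%, a cutoff 3 SD above the screen mean, later confirmed by dose response; inconclusive = inhibition over 29.93% but no dose response follow-up; inactive = inhibition at most 29.93% or unconfirmed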;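 also: 0% = low Mg2+ inducing control and 100% = high Mg2+ repressing control; strong numbers were not always called active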
Active calls of the source: *; i = inactive; ? = inconclusive; . = no result given.

SMILES	Yfh1-depleted yeast	human PMI inhibitors	XIAP displacement	M1AAP inhibition	Siah-1 displacement	CSM14.1 death rescue	West Nile virus CPE	P. falciparum M17LAP	Salmonella PhoP GFP
O=C(CCn1nnc2ccccc21)N1CCC(O)(c2cccc(F)c2)CC1	i	3%	-3.9%	-3%	-4%	-0.4%	0.1%	-4%	10%
CCOC(=O)c1oc2nc(CC(C)C)c3c(c2c1N)CCCC3	i	.	.	13%	-4%	.	-1.1%	7%	0%
Cc1cccc(NC(=O)c2ccc(COc3cccc4ccccc34)o2)n1	i	38%	-2.2%	-7%	5%	-3.1%	-0.7%	-2%	-3%
COc1ccc(/C=c2\sc3nc(-c4ccccc4)c(-c4ccccc4)n3c2=O)cc1OC	.	27%	-4.4%	-2%	-9%	1.4%	.	6%	-12%
O=C(NCCC1=CCCCC1)C1CCN(S(=O)(=O)c2cccc3cccnc23)CC1	i	2%	-17%	15%	-2%	.	-0.2%	1%	5%
COc1cccc(/C=N/Nc2ncccc2[N+](=O)[O-])c1OC	i	.	.	0%	-4%	.	1.4%	-5%	5%
FC(F)(F)c1cnc(N2CCC(=NOCc3ccc(Cl)cc3)CC2)c(Cl)c1	i	5%	-1.5%	-7%	-1%	-2.1%	-1.5%	1%	1%
CC(=O)Nc1ccc(SCC(=O)N(CCC#N)c2cc(C)cc(C)c2)cc1	i	13%	-7.1%	11%	1%	4.0%	-0.5%	-5%	2%
Cc1cnccc1CN(C)Cc1cn(C)nc1-c1ccc(Oc2ccccc2)cc1	i	5%	-1.7%	2%	12%	5.9%	-1.8%	-2%	3%
C=CCn1c(O)c(C(CC)=NCc2cccnc2)c(=O)[nH]c1=O	i	9%	0.4%	0%	1%	-0.1%	0.3%	-5%	1%
Cc1ccccc1OCCC(=O)Nc1ccc(F)c(Cl)c1	i	3%	-5.9%	6%	4%	-1.6%	-1.0%	-13%	-19%
CCOc1ccc(Br)cc1S(=O)(=O)NC(=O)c1ccccc1	i	-9%	0.3%	5%	5%	0.3%	0.1%	11%	6%
CC(=O)Nc1nnc(COc2ccc(Cl)cc2)s1	i	-10%	-8.6%	2%	2%	-3.2%	-0.6%	5%	-5%
CN(C(=O)CSC1=Nc2ccccc2C2=NC(c3ccccc3)C(=O)N12)C1CCCCC1 (stereo unspecified)	i	-13%	-3.6%	16%	-4%	0.0%	-1.6%	2%	2%
CCC(CC)C(=O)NCCc1cc2ccc(OC)cc2[nH]c1=O	.	-4%	-7.5%	0%	0%	-4.1%	.	-1%	-3%
Cn1c(=O)[nH]c(=O)c2c1nc(N1CCOCC1)n2CCSc1nc2ccccc2[nH]1	i	-5%	-0.6%	3%	13%	-0.7%	-0.1%	17%	7%
O=C1CN(S(=O)(=O)c2ccccc2C(F)(F)F)CCN1	i	-6%	0.2%	4%	2%	0.6%	0.1%	-4%	-7%
c1ccc(-c2noc(CN3CCN(c4ccccc4)CC3)n2)cc1	i	3%	-3.4%	1%	2%	-0.3%	0.8%	2%	-12%
COc1ccc(NC2=Nc3ccccc3CC2)cc1	i	13%	-5.5%	-5%	5%	4.6%	-0.2%	4%	14%
O=C(NC1(C(F)(F)F)NC(=O)N(c2ccccc2)C1=O)c1cccs1 (stereo unspecified)	i	8%	0.7%	7%	-3%	-1.5%	-1.1%	6%	7%
O=C(NCc1n[nH]c(=S)n1-c1ccccc1)c1cccs1	i	-7%	-2.1%	0%	13%	.	1.2%	6%	0%
O=C(Nc1ccc([N+](=O)[O-])cc1)Nc1ccc(Cl)cc1F	i	6%	-2.1%	-1%	-13%	-2.2%	-2.1%	-3%	-1%
O=C(Nc1cccc(C(F)(F)F)c1)c1cc2ncc(Br)cn2n1	i	1%	-6.5%	-3%	-4%	1.3%	-0.6%	-12%	4%
Cc1ccc(Nc2cnn(C34CC5CC(CC(CC(=O)O)(C5)C3)C4)c(=O)c2Cl)cc1	i	5%	-23%	1%	4%	2.6%	-0.2%	44µM*	13%
CCSc1ccc2nnc(-c3ccc(F)cc3)n2n1	i	0%	-3.9%	1%	6%	-1.5%	?	-9%	8%
Cc1ccc(NC(=O)CSc2nccn2Cc2ccccc2)cc1C	i	6%	-8.0%	0%	-4%	-2.1%	-0.5%	2%	-9%
O=C(NNc1nc2c(F)cccc2s1)c1ccccc1	i	1%	-3.9%	6%	14%	-1.7%	0.2%	-1%	0%
COc1ccc2c(-c3ccccc3)cc(SCC(=O)NC3CCS(=O)(=O)C3)nc2c1 (stereo unspecified)	i	12%	0.0%	8%	5%	-2.1%	-0.7%	-6%	-9%
CNC(=O)COC(=O)c1cc(F)c(F)cc1Cl	i	12%	-8.4%	-3%	-1%	-2.1%	0.3%	5%	-3%
COc1ccc(S(=O)(=O)NCC2CCCN(CC(C)(C)C)C2)cc1 (stereo unspecified)	i	2%	-3.9%	2%	2%	0.6%	0.1%	4%	-2%
Cc1ccc2nc(Cl)c(/C=N/Nc3nc(C)cc(C)n3)c(=O)n2c1	i	10%	-4.1%	2%	3%	4.8%	-0.3%	-156%	0%
CCOC(=O)N1CCN(CC(=O)c2ccc3c(c2)CCN3C(C)=O)CC1	i	-9%	-2.6%	-5%	0%	0.5%	0.3%	-1%	9%
Cc1ccc(NC(=O)c2ccc3c(c2)C(=O)N(Cc2cccnc2)C3=O)c(C)c1	i	-1%	-2.6%	4%	15%	-1.1%	0.4%	-5%	0%
Nc1nnc(SCc2ccc(F)cc2)n1-c1ccccc1	i	-1%	-2.0%	0%	1%	-0.7%	-0.3%	-1%	5%
O=C(COc1ccccc1)N1CCN(c2ccc([N+](=O)[O-])c(N3CCCCC3)c2)CC1	i	8%	-2.6%	4%	0%	3.4%	0.0%	-6%	-1%
CC(C)c1nnc(NC(=O)C2CCCO2)s1 (stereo unspecified)	i	10%	-5.0%	2%	6%	-0.3%	0.1%	-6%	-8%
O=C(NNc1cccc(Cl)n1)Nc1ccccc1F	i	-2%	-1.1%	3%	0%	-0.6%	0.2%	0%	-6%
CCSc1nc2c(c(=O)[nH]1)C(c1cccnc1)C(C(=O)OC)=C(C)N2 (stereo unspecified)	i	1%	-11%	3%	1%	-2.9%	1.2%	1%	-5%
CCOC(=O)Nc1cc2c(cc1C(C)=O)OCO2	i	11%	-4.5%	8%	6%	2.0%	0.4%	-6%	-12%
CC(C)(C)NC(=O)CCCCCCCC(=O)NC(C)(C)C	i	6%	-7.0%	-3%	-2%	-1.0%	0.7%	-7%	6%
CCOC(=O)Cn1nc(C)n(-c2ccc(F)cc2)c1=O	i	4%	-5.9%	0%	4%	-0.7%	0.3%	1%	-15%
COc1cnc(-c2ccccn2)nc1Oc1cccc(Cl)c1	i	0%	-0.8%	-5%	2%	-0.2%	-1.7%	1%	1%
CC(=O)Nc1ccc(NC(=O)CCSCCc2ccccn2)cc1	i	3%	-4.9%	3%	12%	-10%	0.4%	-6%	4%
Cc1cccc(-n2c(O)cnc2Nc2nc(C)cc(C)n2)c1	i	-3%	-4.2%	-2%	4%	0.0%	1.0%	7%	-2%
CCc1cc(-c2n[nH]c(=S)n2-c2cccc(C)c2)cs1	.	-2%	-2.0%	-2%	-5%	8.4%	.	-11%	6%
CCCOC(=O)Nc1ccccc1C(N)=O	i	11%	-4.1%	5%	3%	-0.4%	0.2%	2%	8%
FC(F)(F)c1ccc(Oc2ccccc2Cl)nc1	i	10%	-5.9%	2%	-2%	-0.9%	0.1%	-6%	2%
Cc1ccc(CNC(=O)CCS(=O)(=O)c2ccc(Br)s2)o1	i	-10%	-7.7%	4%	-1%	-1.8%	0.1%	10%	14%
c1ccc(-c2csc3ncnc(NCCN4CCOCC4)c23)cc1	i	5%	-2.9%	-2%	-4%	-3.1%	-1.0%	-1%	10%
CCOC(=O)C1=C(O)C(=O)N(c2ccccc2)C1c1cccc([N+](=O)[O-])c1 (stereo unspecified)	i	.	.	1%	-2%	.	-0.1%	8%	-15%
(cont.)
SMILES	Yfh1-depleted yeast	human PMI inhibitors	XIAP displacement	M1AAP inhibition	Siah-1 displacement	CSM14.1 death rescue	West Nile virus CPE	P. falciparum M17LAP	Salmonella PhoP GFP
COc1cc(CSc2nnnn2-c2ccc(C)cc2)cc(OC)c1OC	i	16%	-4.0%	2%	4%	-2.3%	-1.0%	-2%	0%
COc1ccc(NC(=O)C2CC(=O)NC(Nc3cccc(C)c3)=N2)cc1 (stereo unspecified)	i	11%	-16%	15%	0%	1.9%	0.8%	15%	-10%
COc1ccc(N(CC(O)Cn2c(C)nc3ccccc32)S(=O)(=O)c2ccccc2)cc1 (stereo unspecified)	i	-6%	2.6%	1%	-5%	-2.2%	0.1%	-9%	-5%
CCc1ccccc1NC(=O)c1ccc(CN2CCC(Cc3ccccc3)CC2)cc1	i	2%	-3.9%	9%	-7%	-4.9%	-0.7%	6%	2%
Cc1cc(Oc2ccc(-c3ccccc3)cc2)nc(N2CCOCC2)n1	i	4%	-1.5%	11%	3%	-0.7%	0.8%	10%	-2%
COc1ccc(N2CCN(Cc3oc(CO)cc(=O)c3O)CC2)cc1	i	0%	-7.2%	10%	-5%	3.3%	-0.4%	-5%	-9%
Cc1ccc(-c2nc(SCC(=O)NCCN3C(=O)CSC3=O)[nH]c2-c2ccc(C)cc2)cc1	.	17%	-12%	-5%	1%	0.5%	.	4%	-4%
COc1ccc(/C=C/C(=O)NCCOc2ccc(C)cc2)cc1	i	8%	-2.9%	10%	-1%	-1.2%	-0.3%	7%	-16%
CCn1cc(C(=O)O)c(=O)c2cc(F)c(N3CCN(C(=S)NC(=O)c4cccc(C)c4)CC3)cc21	i	.	.	6%	17%	.	-0.1%	-2%	15µM*
CCCCC(NC(C)=O)c1nc2ccccc2n1CCCC (stereo unspecified)	.	-1%	-5.3%	-1%	0%	.	.	-7%	-6%
COc1ccccc1NS(=O)(=O)c1ccc(O)c(C(=O)OCC(=O)Nc2ccccc2F)c1	i	5%	-3.6%	-3%	-1%	0.6%	0.5%	-5%	-2%
COc1ccc(-c2nnc(SCc3nnc(-c4ccccc4)o3)n2C)cc1OC	i	-3%	0.4%	-1%	1%	4.3%	-0.1%	9%	27%
CCOC(=O)c1c(C)c(C(=O)N2CCN(c3cccc(Cl)c3)CC2)c(C)n1C	i	13%	-3.2%	5%	-2%	-0.3%	-0.4%	13%	-5%
COc1cc(C)ccc1OCCCCOc1ccccc1C(C)=O	i	2%	1.1%	0%	3%	3.4%	?	-4%	-2%

Screening results (PubChem BioAssay)
